# High-throughput results: PubChem, The Scripps Research Institute Molecular Screening Center
# pPAFAH FP inh: inhibitors of human plasma PAF acetylhydrolase (pPAFAH); 1.5% of 330,000 active; recombinant pPAFAH, FP-rhodamine probe fluorescence polarization; inhibition, % at 3.39 µM;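 active = inhibition above the mean inhibition across the screen plus 3 SD, cut at about 25% in these data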;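 also: inhibitors block binding of the rhodamine activity-based probe so polarization drops; 0% = enzyme with DMSO and 100% = wells lacking pPAFAH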
# PAFAH1B2 FP inh: blocks human PAF acetylhydrolase 1b catalytic subunit 2. inhibition, % at 3.39 µM. P68402. AID 492953. 1.2% of 340,000 active. recombinant PAFAH1B2, FP-rhodamine activity probe, fluorescence polarization;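 active = inhibition above the mean of all tested compounds plus 3 SD, cut at about 24% in these data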;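 also: 0% = enzyme with DMSO and 100% = wells lacking PAFAH1B2; many of its hits are not listed in these tables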
# LYPLA1 inh: LYPLA1 (human) inhibition in PME1 counter-screen; O75608; recombinant LYPLA1, FP-Rh probe fluorescence polarization; inhibition, % at 5.9 µM; 0.16% of 320,000 active;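 active = inhibition above the mean of all tested compounds plus 3 SD, set per campaign, cut at about 14% in these data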;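 also: inhibitors block serine hydrolase probe labeling of LYPLA1 so polarization falls; 0% = enzyme with DMSO and 100% = wells lacking LYPLA1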
# PREPL inhibitor: human PREPL enzyme inhibition | recombinant PREPL, fluorescence polarization activity-based probe | inhibition, % at 5.96 µM | Q4J6C6 | 0.68% of 320,000 active | AID 2751; in the data active = inhibition above about 43%;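 also: 0% = enzyme with DMSO and 100% = wells lacking enzyme; many of its hits are not listed in these tables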
# Target sequence (Q4J6C6 whole entry, looked up): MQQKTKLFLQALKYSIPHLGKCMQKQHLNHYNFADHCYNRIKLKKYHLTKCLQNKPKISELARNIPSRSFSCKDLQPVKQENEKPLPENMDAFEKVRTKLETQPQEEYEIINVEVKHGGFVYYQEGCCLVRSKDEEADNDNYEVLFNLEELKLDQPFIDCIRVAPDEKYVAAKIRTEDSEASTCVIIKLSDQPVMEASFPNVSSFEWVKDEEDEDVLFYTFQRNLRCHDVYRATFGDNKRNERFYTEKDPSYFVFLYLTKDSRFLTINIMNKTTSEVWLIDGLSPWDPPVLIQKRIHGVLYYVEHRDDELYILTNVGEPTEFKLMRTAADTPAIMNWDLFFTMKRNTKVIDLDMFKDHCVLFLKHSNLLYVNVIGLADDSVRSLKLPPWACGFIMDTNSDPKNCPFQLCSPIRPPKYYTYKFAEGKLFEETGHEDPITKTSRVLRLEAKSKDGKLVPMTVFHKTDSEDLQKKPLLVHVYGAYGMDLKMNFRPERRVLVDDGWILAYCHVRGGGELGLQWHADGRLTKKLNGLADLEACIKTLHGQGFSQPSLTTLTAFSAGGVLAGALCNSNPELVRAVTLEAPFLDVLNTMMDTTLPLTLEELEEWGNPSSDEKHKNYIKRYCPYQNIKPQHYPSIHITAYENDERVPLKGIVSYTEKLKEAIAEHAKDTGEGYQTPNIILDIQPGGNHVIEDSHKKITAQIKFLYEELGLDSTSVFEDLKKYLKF
# PAD4 FP inh: blocks human protein arginine deiminase 4; Q9UM07; recombinant PAD4, RCA probe fluorescence polarization; inhibition, % at 6.36 µM; 0.41% of 330,000 active; AID 485272;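 active = percent inhibition above a cutoff equal to the mean of all tested compounds plus 3 SD, cut at about 15% in these data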;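 also: 0% = PAD4 with RCA probe and DMSO and 100% = probe without PAD4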
# GSTO1 counter: GSTO1 inhibition, counter-screen for RBBP9 inhibitors; AID 1974; 1.1% of 300,000 active; inhibition, % at 5.96 µM; recombinant GSTO1, activity-based probe fluorescence polarization;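 active = inhibition above the campaign mean inhibition plus 3 SD, cut at about 35% in these data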;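 also: 0% = GSTO1-1 with DMSO and 100% = wells lacking GSTO1-1 enzyme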
# PAFAH1B3 inh: PAFAH1B3 (human) inhibition; inhibition, % at 3.39 µM; 0.28% of 340,000 active; recombinant PAFAH1B3, FP-rhodamine probe, fluorescence polarization;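 active = inhibition above the screen-wide average of all tested compounds plus 3 SD, cut at about 25% in these data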;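 also: 0% = enzyme with DMSO only and 100% = wells lacking PAFAH1B3 protein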
# Target sequence (Q15102 whole entry, looked up): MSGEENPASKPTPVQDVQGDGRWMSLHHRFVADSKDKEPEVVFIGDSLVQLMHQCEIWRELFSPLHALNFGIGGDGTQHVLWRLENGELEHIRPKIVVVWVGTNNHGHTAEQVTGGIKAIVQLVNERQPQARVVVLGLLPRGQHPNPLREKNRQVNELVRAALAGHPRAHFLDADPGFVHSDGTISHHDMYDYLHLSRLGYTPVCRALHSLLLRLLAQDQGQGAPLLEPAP
# PME-1 inh: blocks human protein phosphatase methylesterase 1; Q9Y570; recombinant PME-1, FP-Rh probe fluorescence polarization; inhibition, % at 5.9 µM; 0.53% of 320,000 active;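 active = inhibition above the campaign mean of all compounds plus 3 SD, cut at about 26% in these data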;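 also: competitive labeling of PME-1 active site by serine hydrolase directed probe; 0% = PME-1 with DMSO and 100% = wells lacking PME-1 enzyme; inhibitors block probe labeling so polarization falls and inhibition rises; many of its hits are not listed in these tables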
# LYPLA2 counter: LYPLA2 (human) inhibition in PME1 counter-screen. O95372. recombinant LYPLA2, FP-Rh probe fluorescence polarization. inhibition, % at 5.9 µM. 0.38% of 320,000 active. AID 2177;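 active = inhibition above the screen-wide mean plus 3 SD, limit set per campaign, cut at about 26% in these data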;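 also: 0% = LYPLA2 with DMSO and 100% = wells lacking LYPLA2 enzyme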
# An asterisk follows results filed as active; nt = no result given. An excerpt. The share of hits here may be higher or lower than overall.
SMILES,pPAFAH FP inh,PAFAH1B2 FP inh,LYPLA1 inh,PREPL inhibitor,PAD4 FP inh,GSTO1 counter,PAFAH1B3 inh,PME-1 inh,LYPLA2 counter
CCn1c(=S)sc2c(=O)n(CC(=O)Nc3cccc(Cl)c3)c(C)nc21,2.0,-1.6,-5.9,-4.5,-2.6,-4.9,-0.3,-0.3,-0.8
COc1ccccc1CNC(=O)c1cccc(NC(=O)c2ccccc2)c1,-10.3,-7.4,-15.3,-19.1,-4.5,-1.1,-11.8,-18.0,-20.6
Fc1ccc(NC(=S)N/N=C/c2ccc(F)c(F)c2)cc1,-1.2,1.2,0.1,8.6,-2.0,-10.6,14.0,-1.5,-2.1
COc1ccc(NC(=O)CON=CC(=O)Nc2ccc(C)cc2)c(OC)c1,0.4,2.1,nt,14.0,-4.1,nt,6.3,nt,nt
Cc1ccc(CNC(=O)Cn2nnc3ccccc3c2=O)cc1,0.0,-1.3,-0.2,1.1,-6.1,12.1,2.2,2.4,5.4
COc1cccc(CNC(=O)CCS(=O)(=O)c2ccc3c(c2)NC(=O)CS3)c1,5.4,4.5,-1.0,5.8,-1.6,1.5,4.9,-0.4,9.3
Cc1ccc(-n2c(C)nc3c(cnn3-c3ccc(C)c(C)c3)c2=O)cc1C,0.0,-5.2,2.8,-3.8,5.2,3.1,-7.2,0.8,4.4
O=C(CN(C(=O)Cn1nnc(-c2ccccc2F)n1)c1cnc2ccccc2c1)NCC1CCCO1 (centres undefined),2.6,2.6,-6.1,2.2,-2.8,6.1,2.4,-2.3,-3.3
Cc1ccc(C)c(NC(=O)Cn2nc(C(F)(F)F)cc2C2CC2)c1,-3.2,-2.6,-1.3,5.4,-1.9,-15.6,1.3,-0.4,3.2
O=C(O)C1(Cc2nc3ccccc3[nH]2)CCCC1,3.0,2.3,-5.3,-0.3,-2.2,1.2,-6.2,-2.7,-5.1
O=C(O)CCc1ccc(-c2ccccc2)n1CC1CCCO1 (centres undefined),1.4,2.5,0.8,-7.1,-6.2,-0.8,-0.6,-1.5,2.5
O=C(CSc1nncs1)NC(=O)NCc1ccco1,9.4,-2.2,-1.8,2.2,-1.1,4.6,8.5,-2.8,-1.9
COc1ccc(C2/C(=C(\O)c3ccc4c(c3)OCCO4)C(=O)C(=O)N2Cc2cccnc2)cc1OC (centres undefined),7.8,3.0,-4.1,-7.8,-6.5,-5.7,3.6,-3.0,-8.8
CCN(CC(=O)NCc1cccs1)c1ccc(S(=O)(=O)N2CCOCC2)cn1,-1.0,1.9,-0.3,15.7,1.6,-6.3,-0.2,3.0,-5.8
CCOC(=O)C1=C(CN2CCN(C(=O)c3ccco3)CC2)NC(=O)NC1c1ccc(OC(C)C)cc1 (centres undefined),3.8,8.6,-5.9,6.9,2.7,-2.2,5.9,6.4,-7.3
C=CCN(C(=O)c1csnn1)C(C(=O)NCc1ccccc1)c1ccccc1F (centres undefined),-0.5,4.2,-2.0,6.9,3.5,11.0,3.3,-5.1,-0.2
Cc1cc2n(n1)C(c1ccccc1Cl)Nc1ccccc1-2 (centres undefined),5.5,2.8,-3.4,-10.9,4.0,-0.1,8.1,-1.5,2.5
COc1ccccc1CNC(=O)c1ccc(OC(C)C)cc1,-4.0,-0.1,-1.9,12.7,1.5,-2.8,4.7,7.0,4.4
O=C(NC1CC(=O)N(c2cccc(F)c2)C1)C(=O)c1c[nH]c2ccccc12 (centres undefined),4.2,0.6,-0.2,3.1,-4.0,-3.7,5.3,-2.8,11.2
O=C(O)c1ccc(N2C(=O)Nc3ccccc3N2O)cc1,5.9,1.6,-3.0,2.0,-6.8,7.0,-6.9,-3.5,5.9
CCn1c(SCc2nc(-c3ccccc3)no2)nnc1-c1ccco1,0.2,1.4,-0.5,11.7,3.6,23.1,3.4,-0.1,0.5
COc1ccccc1NC(CC(=O)c1ccccc1)C(=O)OCC(=O)c1ccc(C)c(C)c1 (centres undefined),1.1,6.4,0.6,2.0,-4.0,-1.5,8.6,0.6,-3.7
O=C(CCC1CCCN(C(=O)c2ccc3c(c2)OCCO3)C1)NCc1ccccc1F (centres undefined),5.5,-2.8,1.4,-1.1,-3.4,-3.7,3.1,6.7,3.1
CCCN1CNC(=S)N(c2cc(C)ccc2C)C1,-3.0,0.6,-0.2,8.1,3.1,3.4,9.9,-0.8,3.9
Nc1ccc(CN2CCCCCC2)cc1,-7.7,-4.7,-0.4,11.8,-2.2,4.5,-0.6,-4.5,-1.3
CN1CCN(c2cc3c(c4c2[nH]c2ccccc24)C(=O)CC(C)(C)C3)CC1,-2.6,5.5,-0.1,19.4,0.8,-7.5,7.5,6.8,-4.8
O=C(Nc1nc2ccc(Cl)cc2s1)[C@@H]1CCCN1C(=O)c1cccs1,3.7,-1.4,-0.9,-5.8,-1.2,6.8,-7.5,-0.5,-3.7
CC(=O)Nc1cc(-n2cnnn2)ccc1C,5.0,4.5,3.4,10.6,-1.2,4.0,12.5,-2.9,4.4
COc1ccc(-c2nc3c(c4nnc(SC(C)C(=O)Nc5ccc(C)cc5)n24)COC(C)(C)C3)cc1 (centres undefined),-12.7,0.7,-0.1,3.6,-2.7,0.1,11.6,4.7,-4.7
Cc1ccc(N2CCN(Cc3ccccc3)CC2=O)c(C)c1,1.1,0.0,-1.4,15.5,1.3,4.8,11.9,-3.9,-0.1
Nc1nc(SCc2ccc(F)cc2)ns1,2.6,-0.6,-5.7,-3.7,1.1,8.8,6.2,0.8,-4.5
CC(C)Cn1c(SCc2nnc(-c3cccs3)o2)nc(O)cc1=O,16.8,2.2,-6.3,18.6,-24.9,4.7,7.8,-4.0,-8.9
CC(C)CC(=O)Nc1ccnn1C1CCN(C(=O)c2ccc(Cl)cc2F)CC1,5.4,-3.7,1.4,7.3,0.5,1.7,2.0,0.3,3.2
O=C(/C=C/c1ccc(-c2ccccc2[N+](=O)[O-])o1)c1ccco1,19.9,2.0,-5.1,22.8,-6.8,28.6,-1.9,9.8,-3.9
Cc1cc(C(=O)CC#N)c(C)n1-c1ccc(OC(F)F)cc1,8.5,-1.1,-2.9,6.0,-9.9,-14.3,-3.9,36.1*,5.8
COCC(=O)NC(C)c1nc2ccccc2[nH]1 (centres undefined),0.6,4.6,0.5,1.9,0.5,2.3,7.3,-0.4,7.7
Cc1ccc(NC(=O)COC(=O)C2CC(=O)N(Cc3ccccc3)C2)cc1S(=O)(=O)N(C)C (centres undefined),6.1,0.0,1.8,7.7,-4.0,-5.0,12.7,2.3,-1.9
O=C(NCc1ccco1)C1CCN(C(=O)c2ccc([N+](=O)[O-])cc2)CC1,0.0,0.7,-2.8,12.6,-0.6,6.2,-3.9,-8.7,6.6
CCN(CC)c1nc(N)c(C#N)c(CC#N)c1C#N,-6.6,1.3,-0.7,14.1,-8.0,-8.9,2.8,-0.9,0.7
O=C(O)c1cc(C(=O)C2CCCCC2)c[nH]1,1.4,10.8,2.2,-4.1,-3.6,-19.6,-0.3,-7.6,2.5
CCn1c(CSCc2ccccc2)n[nH]c1=S,-1.6,0.0,4.5,-1.6,-6.2,-6.2,-1.1,-1.6,1.1
OC(CNCc1ccc(Cl)cc1)C(F)(F)F (centres undefined),-1.3,-3.1,2.4,16.6,-7.0,-4.8,-4.0,-1.6,0.9
Cc1nnc(SCC(=O)NC2CCCC2)n1C(C)C,-2.5,-3.1,-1.4,4.0,-0.9,1.2,7.3,2.3,-3.1
CCC1SC(=Nc2cccc(C)c2)NC1=O (centres undefined),-9.7,1.7,-4.5,-0.5,-6.8,-5.7,4.9,-6.8,1.0
CCS(=O)(=O)c1ncc(Cl)c(C(=O)Nc2ccc(S(=O)(=O)N3CCC(C)CC3)cc2)n1,-16.6,9.2,-35.7,-15.2,-7.0,-100.8,-53.1,-48.9,-19.7
O=C(CSc1nccn1Cc1ccco1)Nc1ccccc1C(F)(F)F,2.4,0.4,-0.2,-3.2,0.2,-1.3,-0.6,-3.1,2.0
CC(=O)Nc1ccc(SC[C@H](Cc2ccccc2)N2CCN(CC(C)C)CCC2=O)cc1,3.7,-3.9,0.3,12.4,4.7,12.2,-4.5,3.7,2.6
CC(C)[C@H](NC(=O)c1ccccc1)C(=O)OCC(=O)/C=C1/N(C)c2ccccc2C1(C)C,3.7,-1.1,-1.3,-4.0,-3.6,3.3,-8.1,2.7,-5.1
CCOC(=O)C1CCCN(C(=O)c2ccc(CS(=O)(=O)c3ccc(C)cc3)o2)C1 (centres undefined),7.1,-7.3,2.6,5.0,0.1,4.8,10.5,-0.7,0.0
Cc1cccc(NC(=O)c2cc3ccccc3nc2C)c1,-0.6,0.0,0.2,7.8,-2.8,-1.6,-6.5,-5.9,4.2
Cc1ccc(NC(=O)CSc2nc3ccccc3c(=O)n2CCCC(=O)NCC2CCCO2)cc1 (centres undefined),-3.0,6.4,-2.6,10.3,3.2,5.5,0.9,-0.6,-5.6
CNC(=O)C1CC(=O)N(c2ccc(F)c(Cl)c2)C1 (centres undefined),2.4,5.6,-1.4,-3.6,2.9,1.7,-5.9,-0.4,0.9
COc1ccc(CNC(=O)c2ccc(CN3CCOCC3)cc2)cc1,7.8,7.8,-3.9,3.6,-1.4,-2.5,-1.1,-0.9,0.3
CCc1ccccc1NC(=O)CSc1nc2[nH]c(=O)cc(O)c2s1,-4.0,4.4,-3.8,1.8,-2.6,2.2,-8.8,-2.6,2.2
CC1C2NC(=O)N(Cc3ccccc3)C1(C)Oc1ccccc12 (centres undefined),-0.7,4.8,5.8,8.8,-3.2,16.3,5.6,7.4,5.7
Cc1c(C(=O)N/N=C/C(C)C)[nH]c2ccc([N+](=O)[O-])cc12,-2.8,5.8,-16.0,7.0,-6.1,2.4,-0.8,-19.9,-21.0
O=C(Nc1ccccc1C(=O)Nc1ccccn1)c1ccccc1F,6.8,0.4,-0.8,-23.3,-5.5,3.8,8.1,0.5,0.1
COc1cccc(C2C(C(=O)c3ccc(C)o3)=C(O)C(=O)N2CCN2CCOCC2)c1OC (centres undefined),-1.0,-0.9,0.2,15.0,-3.2,6.8,3.3,8.7,1.5
COc1ccc(-n2nc(C(=O)Nc3ccc4c(c3)OCO4)c3ccccc3c2=O)cc1,3.5,-0.6,1.2,6.7,-2.9,-7.2,-9.9,1.4,-8.0
CS(=O)(=O)Oc1ccc(Br)cc1/C=C1/N=C(c2ccco2)OC1=O,-1.6,4.6,0.3,16.0,0.1,4.0,-6.8,2.3,0.0
CN(C(=O)c1ccccc1)c1ccccc1C(=O)NCCc1ccccc1,-1.0,3.8,-0.9,8.9,1.1,5.6,-1.6,3.8,-1.4

# Ordered by count of non-hydrogen atoms (falling): 3 of the compounds above
SMILES,pPAFAH FP inh,PAFAH1B2 FP inh,LYPLA1 inh,PREPL inhibitor,PAD4 FP inh,GSTO1 counter,PAFAH1B3 inh,PME-1 inh,LYPLA2 counter
CC(=O)Nc1ccc(SC[C@H](Cc2ccccc2)N2CCN(CC(C)C)CCC2=O)cc1,3.7,-3.9,0.3,12.4,4.7,12.2,-4.5,3.7,2.6
COc1ccc(-n2nc(C(=O)Nc3ccc4c(c3)OCO4)c3ccccc3c2=O)cc1,3.5,-0.6,1.2,6.7,-2.9,-7.2,-9.9,1.4,-8.0
CCOC(=O)C1CCCN(C(=O)c2ccc(CS(=O)(=O)c3ccc(C)cc3)o2)C1 (centres undefined),7.1,-7.3,2.6,5.0,0.1,4.8,10.5,-0.7,0.0
